# LYPLA1 inh: blocks human lysophospholipase 1, a PME1 counter-screen; O75608; recombinant LYPLA1, FP-Rh probe fluorescence polarization; inhibition, % at 5.9 µM; 0.16% of 320,000 active;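 active = inhibition above the mean of all tested compounds plus 3 SD, set per campaign, cut at about 14% in these data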;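 also: inhibitors block serine hydrolase probe labeling of LYPLA1 so polarization falls; 0% = enzyme with DMSO and 100% = wells lacking LYPLA1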
# Target sequence (O75608 whole entry, looked up): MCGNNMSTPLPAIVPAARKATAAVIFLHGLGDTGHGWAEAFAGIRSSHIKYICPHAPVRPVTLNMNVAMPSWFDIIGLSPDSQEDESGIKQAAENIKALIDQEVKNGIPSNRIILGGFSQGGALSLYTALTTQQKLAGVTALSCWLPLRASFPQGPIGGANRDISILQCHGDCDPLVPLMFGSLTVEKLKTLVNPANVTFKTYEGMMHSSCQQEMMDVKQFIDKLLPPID
# GSTO1 inh: GSTO1 inhibition, counter-screen for RBBP9 inhibitors | P78417 | inhibition, % at 5.96 µM | 1.1% of 300,000 active | recombinant GSTO1, activity-based probe fluorescence polarization | AID 1974;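 active = inhibition above the campaign mean inhibition plus 3 SD, cut at about 35% in these data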;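 also: 0% = GSTO1-1 with DMSO and 100% = wells lacking GSTO1-1 enzyme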
# PAFAH1B2 FP inh: blocks human PAF acetylhydrolase 1b catalytic subunit 2; P68402; recombinant PAFAH1B2, FP-rhodamine activity probe, fluorescence polarization; inhibition, % at 3.39 µM; 1.2% of 340,000 active; AID 492953;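 active = inhibition above the mean of all tested compounds plus 3 SD, cut at about 24% in these data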;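 also: 0% = enzyme with DMSO and 100% = wells lacking PAFAH1B2; many of its hits are not listed in these tables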
# Target sequence (P68402 whole entry, looked up): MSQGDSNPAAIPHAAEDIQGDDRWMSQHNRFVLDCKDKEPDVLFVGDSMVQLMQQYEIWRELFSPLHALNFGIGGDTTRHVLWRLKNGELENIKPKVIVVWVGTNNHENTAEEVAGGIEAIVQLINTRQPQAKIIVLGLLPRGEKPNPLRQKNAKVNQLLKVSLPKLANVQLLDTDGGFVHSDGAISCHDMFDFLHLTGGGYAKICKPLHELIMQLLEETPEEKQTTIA
# PAFAH2 inh: inhibitors of human PAFAH2. Q99487. recombinant PAFAH2, FP-rhodamine activity probe, fluorescence polarization. inhibition, % at 3.39 µM. 0.99% of 340,000 active. AID 492956;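 active = inhibition above the mean over all tested compounds plus 3 SD, cut at about 30% in these data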;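 also: inhibitors block probe labeling of enzyme so polarization drops; 0% = enzyme with DMSO and 100% = wells lacking PAFAH2 protein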
# PAFAH1B3 inh: blocks human PAF acetylhydrolase 1B catalytic subunit 3. recombinant PAFAH1B3, FP-rhodamine probe, fluorescence polarization. 0.28% of 340,000 active. inhibition, % at 3.39 µM;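 active = inhibition above the screen-wide average of all tested compounds plus 3 SD, cut at about 25% in these data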;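 also: 0% = enzyme with DMSO only and 100% = wells lacking PAFAH1B3 protein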
# Target sequence (Q15102 whole entry, looked up): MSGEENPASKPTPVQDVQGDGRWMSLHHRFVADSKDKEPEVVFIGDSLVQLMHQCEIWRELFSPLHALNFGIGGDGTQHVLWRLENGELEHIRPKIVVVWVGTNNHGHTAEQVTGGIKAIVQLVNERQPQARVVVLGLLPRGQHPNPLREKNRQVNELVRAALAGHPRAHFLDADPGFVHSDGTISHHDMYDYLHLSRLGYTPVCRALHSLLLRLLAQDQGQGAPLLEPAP
# PAD4 FP inh: inhibitors of human PAD4 | Q9UM07 | recombinant PAD4, RCA probe fluorescence polarization | inhibition, % at 6.36 µM | 0.41% of 330,000 active | AID 485272;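 active = percent inhibition above a cutoff equal to the mean of all tested compounds plus 3 SD, cut at about 15% in these data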;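 also: 0% = PAD4 with RCA probe and DMSO and 100% = probe without PAD4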
# LYPLA2 inh: LYPLA2 (human) inhibition in PME1 counter-screen; inhibition, % at 5.9 µM; 0.38% of 320,000 active; O95372; recombinant LYPLA2, FP-Rh probe fluorescence polarization;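 active = inhibition above the screen-wide mean plus 3 SD, limit set per campaign, cut at about 26% in these data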;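 also: 0% = LYPLA2 with DMSO and 100% = wells lacking LYPLA2 enzyme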
# Target sequence (O95372 whole entry, looked up): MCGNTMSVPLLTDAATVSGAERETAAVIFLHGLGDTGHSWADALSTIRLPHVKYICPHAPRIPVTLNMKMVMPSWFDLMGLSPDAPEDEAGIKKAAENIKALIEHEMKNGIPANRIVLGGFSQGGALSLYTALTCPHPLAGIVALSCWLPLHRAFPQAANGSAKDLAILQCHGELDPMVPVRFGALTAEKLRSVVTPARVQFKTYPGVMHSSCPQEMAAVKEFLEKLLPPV
# pPAFAH inh: pPAFAH (human) enzyme inhibition | Q13093 | recombinant pPAFAH, FP-rhodamine probe fluorescence polarization | inhibition, % at 3.39 µM | 1.5% of 330,000 active;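 active = inhibition above the mean inhibition across the screen plus 3 SD, cut at about 25% in these data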;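 also: inhibitors block binding of the rhodamine activity-based probe so polarization drops; 0% = enzyme with DMSO and 100% = wells lacking pPAFAH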
# PME-1 inh: blocks human protein phosphatase methylesterase 1; Q9Y570; recombinant PME-1, FP-Rh probe fluorescence polarization; inhibition, % at 5.9 µM; 0.53% of 320,000 active;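 active = inhibition above the campaign mean of all compounds plus 3 SD, cut at about 26% in these data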;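 also: competitive labeling of PME-1 active site by serine hydrolase directed probe; 0% = PME-1 with DMSO and 100% = wells lacking PME-1 enzyme; inhibitors block probe labeling so polarization falls and inhibition rises; many of its hits are not listed in these tables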
# An asterisk follows results filed as active; . = no result given; & = joins results of further samples; ! = not active in a repeat. Not all compounds are listed, so the mix of outcomes need not match the whole.
SMILES,LYPLA1 inh,GSTO1 inh,PAFAH1B2 FP inh,PAFAH2 inh,PAFAH1B3 inh,PAD4 FP inh,LYPLA2 inh,pPAFAH inh,PME-1 inh
CC(=O)N1c2ccc(S(=O)(=O)NCC3CCC(C(=O)NC4CCC(C)CC4)CC3)cc2CC1C (stereo not given),0,2,5,10,3,0,0,6,-2
COc1cccc(NC(=O)CSc2nnc(-c3cccc(OC(C)C)c3)n2N)c1,-4,0,-2,-12,3,1,-3,1,-1
CCOc1ccc(NC(=O)Cn2nnc3c(cnn3-c3ccc(F)cc3)c2=O)cc1,-3,4,3,-4,2,-1,4,-1,0
Cc1cc(NC(=O)CSc2ncnc3c2cnn3-c2ccccc2)no1,1,-17,6,10,13,1,-4,4,-3
Cc1ccc(NC(=S)NCc2ccc(S(N)(=O)=O)cc2)cc1Cl,-4,-6,2,-2,5,2,-1,-1,1
CN1C(=O)SC(Nc2cccc3ccccc23)C1=O (stereo not given),4,13,7,-3,2,1,6,2,-2
c1ccc(-c2nc(N3CCOCC3)sc2-c2ccccc2)cc1,-1,6,8,6,0,1,8,11,1
COC(=O)c1ccccc1OCCN1CCCCCC1,4,0,0,0,-8,-2,5,0,-1
CCS(=O)(=O)NCC(c1cccnc1)N1CCN(c2ccc(F)cc2)CC1 (stereo not given),-2,15,-1,-1,6,-1,-2,-3,-5
CC(C)C[C@H](NC(=O)c1nc[nH]c1C(=O)NCc1ccccc1)C(=O)OC(C)(C)C,-3,2,4,1,9,0,0,10,8
O=C(NC(c1ccc(Cl)cc1)c1c(O)ccc2ccccc12)c1ccccc1 (stereo not given),-18,-11,-1,-20,-16,0,-15,-13,-15
COCCn1nnnc1CN1CCN(c2cccc(C(F)(F)F)c2)CC1,1,-3,-1,4,8,1,3,-3,-2
C=CCn1c(SCC(=O)N2CCCC2)nc2c([nH]c3ccccc32)c1=O,2,-3,3,5,8,-3,-2,0,-1
COc1ccc(NC(=O)CCC(=O)OC(C(=O)c2ccccc2)c2ccccc2)cc1 (stereo not given),1,3,3,6,1,-1,4,2,2
Cc1nn(C(C)C(=O)NCc2cccs2)c(C)c1[N+](=O)[O-] (stereo not given),2,0,2,-1,3,-1,6,7,-2
CC(C)C(=O)Nc1ccccc1-c1nc2ccccc2[nH]c1=O,0,8,0,-4,1,2,1,7,-6
NS(=O)(=O)c1ccc(Sc2ccc3ccccc3c2)nc1,-1,-4,0,6,25,0,6,3,2
CCOC(=O)c1cc(C(=O)Nc2ccccc2F)nn1C,2,0,6,7,-6,0,0,4,4
COc1ccccc1NC(=O)c1ccc(-c2ccc(Br)cc2)o1,-1,-5,-5,2,-8,-3,-9,2,-4
COC(=O)c1ccccc1NC(=O)CN(c1ccc(C)cc1)S(C)(=O)=O,-3,6,4,7,7,-1,-4,5,2
COc1cccc(CNC(=O)CCNS(=O)(=O)c2cccs2)c1,3,6,4,3,4,-5,0,6,2
CN(C)C(=O)COC(=O)/C=C/c1cn(-c2ccccc2)nc1-c1cccs1,-6,-13,1,-5,4,1,1,1,-3
COc1ccc(S(=O)(=O)NC2CC(=O)N(c3ccc(C)c(C)c3)C2)cc1 (stereo not given),-1,11,5,7,0,-2,4,1,2
Cc1cc(Cl)ccc1OCC(=O)NCCOc1nc(N2CCCCC2)nc(N2CCOCC2)n1,3,-3,6,3,-15,-4,5,0,5
Cc1ccc(S(=O)(=O)/C(=C/Cl)NC(=O)c2ccccc2)cc1,0,26,2,20,15,6,1,2,2
SMILES,LYPLA1 inh,GSTO1 inh,PAFAH1B2 FP inh,PAFAH2 inh,PAFAH1B3 inh,PAD4 FP inh,LYPLA2 inh,pPAFAH inh,PME-1 inh
Cc1ccc(S(=O)(=O)N2[C@@H](c3cccc(Cl)c3)C(C(=O)O)=CC[C@H]2c2cccs2)cc1,0,-36,27*,7,7,6,-2,-4,-2
COc1cc(C(=O)OCC(=O)Nc2cccc(S(=O)(=O)N3CCOCC3)c2)ccc1OCC(C)C,-7,-6,-3,46*,5,3,-7,4,-12
O=C(CNC(=O)c1cccc(Br)c1)N/N=C/c1cccs1,-5,-6,2,1,12,6,-2,4,-7
O=S(=O)(NCc1ccco1)c1ccc2c(c1)Cc1ccccc1-2,-2,2,6,-6,2,-5,-3,8,5
CCOC(=O)c1c(C)[nH]c(C)c1C(=O)COC(=O)CNC(=O)C1CCCCC1,-5,-3,1,4,10,-6,-2,2,5
O=C(O)c1nc(N2CCOCC2)nc(N2CCOCC2)n1,2,3,6,6,1,2,4,6,1
COc1cc(CN2CCN(Cc3ccccc3C(F)(F)F)CC2)cc(OC)c1OC,-1,4,5,-6,6,3,-6,-1,-9
COc1ccc(C(=O)N/N=C/c2ccc(OC)c(CN3CCc4cc(OC)c(OC)cc4C3C)c2)cc1 (stereo not given),-9,7,-8,-8,-3,1,-15,-2,-4
CCOC(=O)[C@@H]1[C@H]2COc3ccccc3[C@H]2N2C(=O)N(c3ccc(C(F)(F)F)cc3)C(=O)[C@]12C,-15,-5,-2,-1,4,-4,-40,-8,-16
CCCN(CCC)CCCNC(=O)C1CCC(CNS(=O)(=O)c2cccc3nsnc23)CC1 (stereo not given),1,2,4,6,4,5,-1,1,2
O=C(Cn1c(CO)nc2ccccc21)NCc1ccc2c(c1)OCO2,8,1,0,0,10,-3,11,-1,5
COc1ccc(-c2csc(N3CCN(c4cc(C)nc5ccccc45)CC3)n2)cc1OC,2,0,-2,7,9,2,3,8,4
CCc1ccc(-c2cc(C(=O)N/N=C/c3ccco3)[nH]n2)cc1,-8,-12,9,-2,-1,-5,-7,9,-29
Cc1nc2nc[nH]n2c(=O)c1NC(=O)CC12CC3CC(CC(C3)C1)C2,2&2,-7&-3,25*,36*!,8&8,0&0,2&11,3&5,-5&2
O=C(Nc1ccc(C(F)(F)F)cc1)C1CCN(c2cnccn2)CC1,-1,0,8,-1,1,-4,11,4,8
COc1ccc(NC(=O)C2CCCN2C(=O)Oc2ccccc2)cc1 (stereo not given),-2,-5,6,-4,8,-2,-2,1,-2
CCOC(=O)CNc1nc(Cl)nc(Nc2ccc(C)cc2)n1,-5,0,2,1,4,-1,-6,2,-6
CCOc1ccc(-n2c(Cc3cc(=O)[nH]c(=O)[nH]3)nnc2SCC(=O)Nc2nnc(C)s2)cc1,3,4,7,4,8,5,4,2,4
COc1cc(C2C3=C(CC(c4ccco4)CC3=O)Nc3ccccc3N2C(C)=O)cc(OC)c1OC (stereo not given),4,3,3,7,7,1,10,7,-8
Cc1ccc(Cl)cc1NS(=O)(=O)c1ccc2c(c1)NC(=O)C(C)C(=O)N2 (stereo not given),2,11,4,11,3,-5,-4,13,-2
C=CCn1c(O)c(N=NC(=O)OCC)c2ccccc21,3,6,-4,-6,-6,-3,0,2,-3
Cc1ccc(OCc2nnc(SCc3cc(=O)[nH]c4ccccc34)n2-c2ccccc2)cc1,-3,-3,4,-3,-7,0,-5,1,-9
CC(C)(C)C1CCC(C(=O)Nc2ccc(N3CCOCC3)cc2N2CCOCC2)CC1 (stereo not given),0,.,9,11,8,2,0,2,-3
CC(=O)Nc1ccc(NC(=O)CC(c2ccccc2)c2ccccc2)cc1,0,2,7,7,2,-3,6,3,2
COc1ccc(-n2nc(C(=O)NCC(=O)NC3CCCCC3)c3ccccc3c2=O)cc1,2,-3,-1,4,2,-8,4,0,1

# Reformatted with two lines to a compound: 12 of the compounds above.
# Fields – LYPLA1 inh | GSTO1 inh | PAFAH1B2 FP inh | PAFAH2 inh | PAFAH1B3 inh | PAD4 FP inh | LYPLA2 inh | pPAFAH inh | PME-1 inh
> CCOC(=O)c1c(C)[nH]c(C)c1C(=O)COC(=O)CNC(=O)C1CCCCC1
 : -5 | -3 | 1 | 4 | 10 | -6 | -2 | 2 | 5
> O=C(O)c1nc(N2CCOCC2)nc(N2CCOCC2)n1
 : 2 | 3 | 6 | 6 | 1 | 2 | 4 | 6 | 1
> COc1cc(CN2CCN(Cc3ccccc3C(F)(F)F)CC2)cc(OC)c1OC
 : -1 | 4 | 5 | -6 | 6 | 3 | -6 | -1 | -9
> COc1ccc(C(=O)N/N=C/c2ccc(OC)c(CN3CCc4cc(OC)c(OC)cc4C3C)c2)cc1 (stereo not given)
 : -9 | 7 | -8 | -8 | -3 | 1 | -15 | -2 | -4
> CCOC(=O)[C@@H]1[C@H]2COc3ccccc3[C@H]2N2C(=O)N(c3ccc(C(F)(F)F)cc3)C(=O)[C@]12C
 : -15 | -5 | -2 | -1 | 4 | -4 | -40 | -8 | -16
> CCCN(CCC)CCCNC(=O)C1CCC(CNS(=O)(=O)c2cccc3nsnc23)CC1 (stereo not given)
 : 1 | 2 | 4 | 6 | 4 | 5 | -1 | 1 | 2
> O=C(Cn1c(CO)nc2ccccc21)NCc1ccc2c(c1)OCO2
 : 8 | 1 | 0 | 0 | 10 | -3 | 11 | -1 | 5
> COc1ccc(-c2csc(N3CCN(c4cc(C)nc5ccccc45)CC3)n2)cc1OC
 : 2 | 0 | -2 | 7 | 9 | 2 | 3 | 8 | 4
> CCc1ccc(-c2cc(C(=O)N/N=C/c3ccco3)[nH]n2)cc1
 : -8 | -12 | 9 | -2 | -1 | -5 | -7 | 9 | -29
> Cc1nc2nc[nH]n2c(=O)c1NC(=O)CC12CC3CC(CC(C3)C1)C2
 : 2&2 | -7&-3 | 25* | 36*! | 8&8 | 0&0 | 2&11 | 3&5 | -5&2
> O=C(Nc1ccc(C(F)(F)F)cc1)C1CCN(c2cnccn2)CC1
 : -1 | 0 | 8 | -1 | 1 | -4 | 11 | 4 | 8
> COc1ccc(NC(=O)C2CCCN2C(=O)Oc2ccccc2)cc1 (stereo not given)
 : -2 | -5 | 6 | -4 | 8 | -2 | -2 | 1 | -2

# (further entries)
SMILES,LYPLA1 inh,GSTO1 inh,PAFAH1B2 FP inh,PAFAH2 inh,PAFAH1B3 inh,PAD4 FP inh,LYPLA2 inh,pPAFAH inh,PME-1 inh
COc1ccc(S(=O)(=O)N2CCC(C(=O)NCc3cccnc3)CC2)cc1Cl,-3,2,-4,-8,-9,-4,-2,5,-3
Cc1ccc([N+](=O)[O-])cc1S(=O)(=O)N1CCC(C)CC1,1,-2,.,.,.,-4,1,-3,2
CC(=O)c1sc(NC(=O)CS(=O)(=O)c2ccc(F)cc2)nc1C,-3,-1,5,6,4,-2,-7,-1,-6
CN(C)CCNC(=S)NC1CCCCC1,-2,-1,7,4,8,-2,-6,0,-2
CC(C)CCn1nnnc1C(c1ccc(F)cc1)N1CCN(C(=O)c2ccco2)CC1 (stereo not given),2,3,13,5,7,-2,5,-1,-5
O=C(CC(=O)Nc1nc(C23CC4CC(CC(C4)C2)C3)cs1)NCCO,1,4,23,18,6,-6,-6,-2,1
C=CCn1cc(C(=O)OC)c(=O)c2cc(S(=O)(=O)N3CCCCCC3)ccc21,-3,2,6,16,10,-1,-2,4,0
Cc1cc(C(=O)CSc2nnc(-c3cccs3)n2Cc2ccccc2)c(C)n1C,-5,2,4,5,-2,-2,-4,-4,5
COC(=O)CC1SC(=O)NC1=Nc1cccc(C)c1 (stereo not given),0,2,-4,-3,2,3,3,-1,1
C/C(=N\NC(=O)c1cc(C)nc2ccccc12)c1ccncc1,1,-1,0,1,10,-3,3,7,4

# Compound activity: PubChem, The Scripps Research Institute Molecular Screening Center
